Bioassay records from PubChem.
GRIN3A LBD mod: modulates the human NR3A ligand-binding domain; 340,000 tested, 2.5% active; Tm shift relative to glycine control, % at 25 µM; NR3A LBD differential scanning fluorimetry, Tm shift; 0% = protein alone, 100% = glycine-bound protein;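 active means melting temperature shift of at least 10% of the positive control shift, at one fixed dose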
PfG6PD inh: PfG6PD (Plasmodium falciparum) enzyme inhibition. PfGluPho enzyme, NADPH resazurin-diaphorase fluorescence. inhibition, % at 20 µM. 350,000 tested, 0.78% active. AID 504690;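 active means inhibition reaching at least a set limit at 20 µM in the primary screen, cut at about 59% in these data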;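 further: 0% = DMSO wells with substrate and 100% = DMSO wells lacking glucose-6-phosphate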
ATG4B inhibitor: blocks human ATG4B protease cleavage of LC3 substrate | Q9Y4P1 | ATG4B cleavage of LC3-PLA2, NBD-HPC fluorescence, 1 h | inhibition, % at 8.33 µM | 340,000 tested, 0.51% active; in the data active means inhibition above about 40%
Target sequence (Q9Y4P1 whole entry, looked up): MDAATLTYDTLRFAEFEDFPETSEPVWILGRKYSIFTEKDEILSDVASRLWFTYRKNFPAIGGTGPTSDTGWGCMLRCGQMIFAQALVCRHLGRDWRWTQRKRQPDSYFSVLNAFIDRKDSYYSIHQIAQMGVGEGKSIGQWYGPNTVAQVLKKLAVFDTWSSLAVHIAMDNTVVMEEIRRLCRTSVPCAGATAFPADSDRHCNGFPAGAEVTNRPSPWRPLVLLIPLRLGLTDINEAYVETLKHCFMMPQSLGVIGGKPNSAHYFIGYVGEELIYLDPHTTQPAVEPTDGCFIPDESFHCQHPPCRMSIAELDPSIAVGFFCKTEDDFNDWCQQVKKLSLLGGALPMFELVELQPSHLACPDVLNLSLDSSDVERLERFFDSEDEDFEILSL
SENP7 inh: blocks the human protease SENP7; recombinant SENP7, Z-RLRGG-aminoluciferin luminescence, 40 min; inhibition, % at 5 µM; Q9BQF6; AID 434973; 330,000 tested, 1.5% active;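 active means inhibition above about 50% at the single test dose, limit read from the data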;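 further: plate controls were DMSO with enzyme for no effect and no enzyme buffer wells for full effect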
MPTP block: inhibitors of mitochondrial permeability transition pore; isolated mouse mitochondria, Ca2+ swelling absorbance, 30 min; inhibition, % at 10 µM; 360,000 tested, 1.4% active; AID 602449;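 active means inhibition of 50% or more, scaled per plate between neutral and stimulator controls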;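 further: 0% = DMSO wells given calcium and 100% = 1 mM EGTA wells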
HKDC1 inh: inhibitors of human hexokinase HKDC1; recombinant HKDC1, G6PDH/diaphorase resazurin coupled fluorescence; inhibition, % at 20 µM; 340,000 tested, 0.16% active; AID 493160;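 active means inhibition above about 35% when tested at 20 µM, limit read from the data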;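 further: plate controls were DMSO wells with enzyme for no effect and DMSO wells lacking enzyme for full effect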
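Assay system – recombinant HKDC1 (HK5) hexokinase enzyme, produced in-house · Input – HKDC1 at 5 µg/mL · Reagent – glucose plus 1 mM ATP as hexokinase substrates · Timing – 90 min reaction incubation at room temperature, dark · Measured by – G6PDH/diaphorase-coupled fluorescence, 1 mM NADP, 100 µM resazurin, 525/613 nm · Benchmarks – DMSO-enzyme wells negative, buffer-substituted wells positive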
SENP6 inh: blocks the human protease SENP6 | Q9GZR1 | inhibition, % at 10 µM | Recombinant SENP6 catalytic domain, aminoluciferin luminescence | 330,000 tested, 1.8% active | AID 2599;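 active means inhibition above about 50% at the single tested dose, limit read from the data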;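 further: plate controls were DMSO wells with enzyme for no effect and DMSO wells lacking enzyme for full effect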
SENP8 inh: SENP8 (human) protease inhibition; recombinant SENP8, Nedd8 substrate fluorescence; 360,000 tested, 0.64% active; inhibition, % at 20 µM; Q96LD8; in the data active means inhibition mostly above about 40%, no sharp cut-off; inactive means mostly below about 27%
Target sequence (Q96LD8 whole entry, looked up): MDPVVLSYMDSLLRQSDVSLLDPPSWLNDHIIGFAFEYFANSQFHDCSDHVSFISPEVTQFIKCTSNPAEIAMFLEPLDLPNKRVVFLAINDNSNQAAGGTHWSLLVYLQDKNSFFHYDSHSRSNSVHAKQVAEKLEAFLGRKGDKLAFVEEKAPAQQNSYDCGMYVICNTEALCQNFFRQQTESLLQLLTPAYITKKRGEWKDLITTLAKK
* = called active by the depositor; . = no result given.

#1 CC1(C2CC2)NC(=O)N(CC(=O)N2CCN(c3cccc(C(F)(F)F)c3)CC2)C1=O (stereo not drawn)
#2 O=C1NC(c2ccc(-c3ccccc3[N+](=O)[O-])o2)C(C(=O)c2ccccc2)C(O)(C(F)(F)F)N1 (stereo not drawn)
#3 NCCOc1cnn(-c2ccccc2Cl)c(=O)c1Cl
#4 CCCNC(=O)C(Cc1cccc(OC)c1)NC(=O)c1ccc(C#N)cc1 (stereo not drawn)
#5 O=S(=O)(c1ccc(Cl)cc1)n1ccc(-c2cccc(OCc3c(F)cccc3Cl)c2)n1
#6 COc1cccc(CN2CCN(Cc3nc(C(C)C)cs3)CC2CCO)c1 (stereo not drawn)
#7 CC(C)(C)c1ccc(C(=O)NCCC(=O)NNC(=O)COc2ccc(F)cc2)cc1
#8 Fc1ccc(N2N=C(c3cccs3)CC2c2ccco2)c(F)c1 (stereo not drawn)
#9 CCC(OC(=O)c1nsc(Cl)c1Cl)C(=O)NCC1CCCO1 (stereo not drawn)
#10 C=CCn1c(SCc2nc3ccccc3[nH]2)nnc1-c1cccc(OC)c1
assay / entry	1	2	3	4	5	6	7	8	9	10
SENP7 inh	4.5	-7.9	-2.9	4.4	-12.7	2.4	4.2	13.7	4.2	-2.9
MPTP block	0.7	2.2	-0.9	-1.9	0.6	4.8	0.2	57.7*	0.2	-2.5
GRIN3A LBD mod	0.4	-0.8	2.5	-0.6	1.9	-2.8	2.4	4.5	-2.2	-1.0
ATG4B inhibitor	-11.6	-12.6	2.8	-10.9	-3.7	-0.7	-16.0	0.4	4.2	5.1
SENP6 inh	4.5	14.5	-26.0	-3.4	6.7	-11.0	-6.6	-15.1	11.0	-11.1
PfG6PD inh	-11.5	3.5	-2.6	-2.1	-4.4	3.7	10.9	33.0	-20.3	6.0
HKDC1 inh	-7.5	10.0	6.8	-7.8	4.1	-11.6	-5.3	-2.0	-3.8	3.5
SENP8 inh	37.2	16.2	0.6	3.6	19.9	12.1	15.4	-277.9	4.8	-18.9

In the list so far, these contain four or more nitrogen atoms.
#1 CC1(C2CC2)NC(=O)N(CC(=O)N2CCN(c3cccc(C(F)(F)F)c3)CC2)C1=O (stereo not drawn)
#10 C=CCn1c(SCc2nc3ccccc3[nH]2)nnc1-c1cccc(OC)c1
assay / entry	1	10
SENP7 inh	4.5	-2.9
MPTP block	0.7	-2.5
GRIN3A LBD mod	0.4	-1.0
ATG4B inhibitor	-11.6	5.1
SENP6 inh	4.5	-11.1
PfG6PD inh	-11.5	6.0
HKDC1 inh	-7.5	3.5
SENP8 inh	37.2	-18.9

Looked up above:
Result of `COc1cccc(CN2CCN(Cc3nc(C(C)C)cs3)CC2CCO)c1` (stereo not drawn) in SENP6 inh: -11.0
Result of `Fc1ccc(N2N=C(c3cccs3)CC2c2ccco2)c(F)c1` (stereo not drawn) in GRIN3A LBD mod: 4.5
Result of `CCCNC(=O)C(Cc1cccc(OC)c1)NC(=O)c1ccc(C#N)cc1` (stereo not drawn) in SENP8 inh: 3.6
Result of `NCCOc1cnn(-c2ccccc2Cl)c(=O)c1Cl` in ATG4B inhibitor: 2.8
Result of `O=S(=O)(c1ccc(Cl)cc1)n1ccc(-c2cccc(OCc3c(F)cccc3Cl)c2)n1` in GRIN3A LBD mod: 1.9

The results go on.
#11 CC(C)CC(=O)N(Cc1ccc(F)cc1)C1CCS(=O)(=O)C1 (stereo not drawn)
#12 Cc1ccc(NC(=O)Cn2nc(C(=O)O)c3ccccc3c2=O)cc1S(=O)(=O)N1CCCCCC1
#13 O=C(Cn1cnc2cc([N+](=O)[O-])ccc2c1=O)NCc1ccccc1
#14 Cc1noc(/C=C/N(C)C)c1S(=O)(=O)N1CCC(C(=O)Nc2ccc(Cl)cc2)CC1
#15 CC12CC3(C)CC(C)(C1)CC(C(=O)NC(=S)NC(C)(C)C)(C2)C3
#16 COc1ccc(C(=O)COC(=O)COc2cccc3c2OC(C)(C)C3)c(OC)c1
#17 CC(=O)CCc1ccc(Oc2nc(-c3cccnc3)nc3ccccc23)cc1
#18 CCSc1nc2ccccc2n1CC(N)=O
#19 CS(=O)(=O)Nc1ccccc1C(=O)Nc1cccc(Cl)c1
#20 FC(F)Oc1ccccc1NC(=S)NCc1ccco1
assay / entry	11	12	13	14	15	16	17	18	19	20
SENP7 inh	-0.8	.	4.2	-7.0	14.9	-2.5	-2.4	4.5	-1.5	7.1
MPTP block	1.4	0.5	-0.9	-0.4	0.7	0.6	0.4	-0.6	27.8	2.2
GRIN3A LBD mod	-0.3	6.4	-0.8	0.7	0.3	-1.9	-0.9	-0.1	0.8	2.5
ATG4B inhibitor	-10.8	-21.5	-2.3	-12.9	-7.1	-3.2	5.7	6.3	-1.2	3.5
SENP6 inh	-18.1	.	19.2	-1.1	-12.2	-4.4	-0.8	8.5	-3.7	6.1
PfG6PD inh	2.3	-19.1	-6.0	1.3	-23.0	13.6	6.7	-17.0	-16.2	1.6
HKDC1 inh	-2.5	5.7	0.7	-3.0	8.6	-2.3	4.9	8.1	5.3	-5.3
SENP8 inh	7.6	-2.1	-79.5	5.7	18.5	-7.8	-146.0	9.7	-294.4	12.2

#21 O=C1CC(c2ccccc2)Cc2nc3ncnn3cc21 (stereo not drawn)
#22 Cn1ncc(Cl)c1C(=O)N1CCN(S(=O)(=O)c2ccc(F)cc2)CC1
#23 CCn1c(=O)c(C(=O)Nn2c(C)nc3ccccc3c2=O)c(O)c2ccccc21
#24 O=C(Cc1cccc(NC(=O)C2CCCN(C(=O)C3CCCCC3)C2)c1)Nc1cccc(C(=O)N2CCCCC2)c1 (stereo not drawn)
#25 COC(=O)c1nnn(CC(=O)Nc2ccc(C)c(F)c2)c1C(=O)OC
#26 COc1ccccc1N(CC(=O)NC(C)(C)C)C(=O)CCC(=O)Nc1nccs1
#27 CN(CCCCN1CCOCC1)Cc1nc(-c2ccc3c(c2)OCO3)no1
#28 CC(=O)Nc1ccc(NC(=O)c2nc(-c3ccccc3)oc2C)cc1
#29 COc1ccc(-c2nc(C#N)c(NCCN(C)C)o2)cc1
#30 C=CCSc1nc(C)c(CCCC)c(=O)[nH]1
#31 CN(CC(=O)NCCc1ccc(F)cc1)Cc1ccccc1
#32 COC(=O)CCC(=O)Nc1cccc(Cl)c1
#33 C/C(CC(C)(C)C1CCCCC1)=N\NC(N)=S
assay / entry	21	22	23	24	25	26	27	28	29	30	31	32	33
SENP7 inh	5.0	0.3	5.9	.	-4.9	3.2	0.2	-5.4	-0.2	-6.9	-0.2	2.9	4.3
MPTP block	-1.4	-2.3	-2.1	0.1	1.1	0.3	-1.0	-3.5	-0.2	-0.4	-1.9	-0.2	0.2
GRIN3A LBD mod	-2.5	-2.5	-0.1	0.9	0.9	0.2	-0.7	-3.0	-0.9	-1.2	-3.7	-1.5	-0.4
ATG4B inhibitor	-6.5	4.4	3.6	0.6	-2.5	-2.4	-6.6	-5.1	2.1	10.9	7.6	3.4	-8.2
SENP6 inh	13.2	3.1	-9.1	.	-11.2	-15.0	-7.9	-5.7	10.1	-8.8	-9.8	-1.2	-8.0
PfG6PD inh	4.5	2.1	-4.5	8.9	-5.2	9.0	-13.3	8.5	-13.7	-5.8	-8.8	6.0	8.5
HKDC1 inh	-5.6	-4.4	8.2	-3.7	-0.6	-7.2	0.8	-5.0	1.3	-5.4	-5.5	-8.7	-2.7
SENP8 inh	2.6	1.2	-33.3	-6.7	20.0	15.9	7.0	5.9	-416.8	20.8	0.9	27.6	17.0
